# MrgX1 ag: agonists of human MrgX1 receptor, primary screen, HEK293 cells, Fluo-4 calcium flux; Fluo-4 calcium fluorescence, agonist mode; hits give high values; B-score at 10 µM; Mas-related G-protein coupled receptor member X1 (Homo sapiens), Q96LB2; 0.44% of 310,000 active;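 active = calcium response B-score plate-corrected fluorescence ratio at least 3 library SD, with starting fluorescence B-score inside 5 SD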
# Target sequence (Q96LB2 whole entry, looked up): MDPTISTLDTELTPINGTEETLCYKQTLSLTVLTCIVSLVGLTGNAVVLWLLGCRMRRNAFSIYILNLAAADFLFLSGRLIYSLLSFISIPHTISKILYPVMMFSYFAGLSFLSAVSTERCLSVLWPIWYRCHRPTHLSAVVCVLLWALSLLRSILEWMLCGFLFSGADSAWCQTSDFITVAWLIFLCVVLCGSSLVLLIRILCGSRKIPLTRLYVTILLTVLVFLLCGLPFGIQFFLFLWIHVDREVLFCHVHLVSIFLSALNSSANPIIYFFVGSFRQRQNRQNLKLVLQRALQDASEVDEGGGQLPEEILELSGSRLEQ
#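 Test system: HEK293 cells stably expressing human MrgX1 receptor; Input: fifteen thousand cells per well; Dosing: compound delivered in addition one of three; Schedule: overnight seeding, then 1 h dark dye loading; Technique: Fluo-4 NW calcium fluorescence; Measure: B-scored fluorescence response ratio; Controls: positive and negative controls per plate.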
# MrgX1 antag: antagonists of human MrgX1 receptor, primary screen, HEK293 cells, Fluo-4 calcium flux; Mas-related G-protein coupled receptor member X1 (Homo sapiens), Q96LB2; BAM8-22 antagonism; hits give low values; B-score at 10 µM; 1.3% of 310,000 active; AID 588676, 2011;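 active = calcium-response B-score plate-corrected more than 3 library SD below zero, starting fluorescence within 5 deviations, no agonist response on first addition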;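 note: peak minus trough fluorescence over baseline after final BAM8-22 challenge near maximal dose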
# TRPC6 activator: mouse TRPC6 channel activators, primary screen, cell-based, HEK293, membrane potential dye; AID 2550, 2010; 0.13% of 310,000 active; B-score at 10 µM; HEK293-TRPC6 membrane potential dye fluorescence; hits give high values;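 active = B-score of the integrated fluorescence ratio above library mean plus 3 SD, and starting fluorescence ratio within library mean plus 5 SD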;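 note: higher score means more depolarization so channel activation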
# RGS4 pot: RGS4 potentiators or activators, primary screen, cell-based, HEK293 M3R inducible RGS4, calcium flux | carbachol calcium flux Fluo4; hits give low values | B-score at 10 µM | 0.92% of 310,000 active | AID 463111, 2010;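 active = B-score of the integrated calcium signal more than 4 SD below the library mean, with starting fluorescence not abnormally high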;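 note: negative B-score means reduced calcium response which marks RGS4 activation or potentiation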
#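 Reagent: ECmax carbachol challenge; Test system: M3R-expressing HEK293 line, RGS4 induced by doxycycline; Schedule: overnight RGS4 induction, 30 min dye load 37 °C, 20 min compound RT; Detection: calcium dye Fluo4 fluorescence; Read-out: Agonist-evoked peak-minus-minimum fluorescence over baseline, integrated ratio, B score.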
# Platelet DG rel: inhibitors of platelet dense granule secretion, primary screen, cell-based, MLPCN, human platelets | human platelet-rich plasma, SFLLRN dense granule ATP release, luminescence | inhibition, %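 (compounds screened at 7.5 µM in platelet-rich plasma)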 | 0.22% of 300,000 active | AID 1663, 2009;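 active = mean replicate score, as percent of positive control, at or above 50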
# HIF act: HIF pathway transcriptional activators, primary screen, cell-based, U2OS HRE-luciferase, luminescence; U2OS HRE-luciferase reporter; normalized: DMSO 0%, desferrioxamine 100%; 0.32% of 300,000 active; activation, % at 7.5 µM (by protocol);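 active = mean activation of at least 10% of the iron chelator positive control signal, with at least half of replicates also reaching 10%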
# MrgX1 allo act: positive allosteric modulators of MrgX1, primary screen, HEK293 cells, Fluo-4 calcium flux; Mas-related G-protein coupled receptor member X1 (Homo sapiens), Q96LB2; FDSS; hits give high values; B-score at 10 µM; 0.63% of 310,000 active; AID 588675, 2011;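 active = plate-corrected calcium response at least 3 library SD above typical, normal starting fluorescence, not activating the receptor alone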;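 note: compound read alongside a low EC10 to EC30 dose of BAM8-22 agonist; peak minus trough fluorescence over baseline measured at the second addition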
# RGS4 block: RGS4 inhibitors, primary screen, cell-based, HEK293 M3R inducible RGS4, calcium flux; 0.45% of 310,000 active; B-score at 10 µM; Fluo-4 calcium flux; hits give high values; triggered by carbachol at its EC20;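 active = B-score, a plate-corrected calcium signal, over three deviations above library mean, with baseline fluorescence within five deviations of library mean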;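 note: RGS4 expression induced by doxycycline in cells with stable M3 receptor; B-score is computed from the integrated fluorescence ratio over baseline after carbachol; higher B-score means a larger calcium signal and so more RGS4 inhibition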
# Target sequence (P49798 whole entry, looked up): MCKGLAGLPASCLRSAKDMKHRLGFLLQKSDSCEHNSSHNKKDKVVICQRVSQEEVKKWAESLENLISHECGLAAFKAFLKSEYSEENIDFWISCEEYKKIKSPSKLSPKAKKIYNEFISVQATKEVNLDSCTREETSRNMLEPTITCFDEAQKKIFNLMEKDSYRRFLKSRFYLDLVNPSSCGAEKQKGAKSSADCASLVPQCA
# SKKanGAS inh: S. pyogenes SKKanGAS growth inhibitors in kanamycin, primary screen, streptokinase expression inhibitor project, SKKanGAS strain, BacTiter-Glo luminescence; 6 h; 1.3% of 300,000 active; inhibition, % at 7.5 µM; AID 1662, 2009;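 active = mean replicate score, as percent of positive control median, at least 50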;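 note: strain carries kanamycin resistance gene driven by streptokinase promoter and grows in 40 µg/ml kanamycin; loss of luminescence reflects streptokinase promoter inhibition or plain growth inhibition; 0% = median of DMSO wells and 100% = positive control at its reference dose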
# TRPC6 inh: mouse TRPC6 channel inhibitors, primary screen, cell-based, HEK293, membrane potential dye. ACh-evoked depolarization; hits give low values. AID 2553, 2010. B-score at 10 µM. Short transient receptor potential channel 6 (Mus musculus), Q61143. 1.1% of 310,000 active;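 active = B-score under library mean minus 3 SD, initial fluorescence not abnormally high, positive integrated signal ratio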;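 note: B-score derived from integrated fluorescence ratio over the kinetic read; more negative B-score means stronger inhibition of depolarization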
# TRPC4 inh: inhibitors of mouse TRPC4 channel, primary screen, Fluo4 calcium, HEK293 TRPC4beta/mu-opioid cells. 0.39% of 300,000 active. B-score at 10 µM. Short transient receptor potential channel 4 (Mus musculus), Q9QUQ5. DAMGO-evoked Fluo4 calcium flux; hits give low values. AID 2247, 2010;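 active = B-score over 3 SD under the library average, no early fluorescence shift, positive overall ratio signal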
#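 Assay system: Stable TRPC4beta/mu-opioid receptor HEK293 cells | Reagent: DAMGO in two steps, submaximal then maximal | Compound dosing: Single concentration per test compound | Signal: Fluo4 Ca2+ flux fluorescence | Evaluation: Per-well B score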
# Numbers without * were called inactive; i = inactive; . = no result given.
SMILES,MrgX1 ag,MrgX1 antag,TRPC6 activator,RGS4 pot,Platelet DG rel,HIF act,MrgX1 allo act,RGS4 block,SKKanGAS inh,TRPC6 inh,TRPC4 inh
Cc1ccc(S(=O)(=O)NC(C)(C)CN2CCNCC2)cc1,i,i,i,i,10,-0.3,i,i,6,i,i
CC(c1ccon1)N(C)C(=O)CCc1nnc(Cc2ccc(-c3ccccc3)cc2)o1 (configuration not stated),i,i,i,i,1,0.5,i,i,-10,i,i
O=C(O)c1ccc(/C=N/N2CCN(Cc3ccc(Cl)cc3)CC2)cc1,i,i,i,i,-1,-0.3,i,i,24,i,i
CCCCCCC(=O)N/N=C/c1ccco1,i,i,i,i,13,2.9,i,i,-12,i,i
CC(=O)/C(C#N)=C1\NC(=O)C(Cc2ccc(F)cc2)S1 (configuration not stated),i,i,i,i,15,-0.4,i,i,2,i,i
CCn1cc(Br)c(C(=O)NC(=S)Nc2ccc(C(=O)OC)cc2)n1,i,i,i,i,5,-1.7,i,i,4,i,i
COc1ccc(OC)c(C2C(C(=O)c3ccco3)=C(O)C(=O)N2CCN2CCOCC2)c1 (configuration not stated),i,i,i,i,-3,-0.1,i,i,4,i,i
Cc1ccc(NC(=O)c2ccccc2N(C)S(C)(=O)=O)cc1C,i,i,i,i,-1,0.1,i,i,-3,i,i
CSc1nnc(NC(=O)c2nc(S(=O)(=O)Cc3ccccc3F)ncc2Cl)s1,i,i,i,i,3,-1.9,i,i,7,i,i
CCOc1ccc(NC(=O)c2sccc2-n2cccc2)cc1,i,i,i,i,8,-0.2,i,i,2,i,i
Cc1csc2ncc(C(=O)NCc3ccccn3)c(=O)n12,i,i,i,i,-27,-0.2,i,i,-1,i,i
CC(=O)c1cccc(NC(=O)c2ccc([N+](=O)[O-])o2)c1,i,i,i,i,-6,2.7,i,i,23,i,i
CCc1ccc(S(=O)(=O)c2cn(C)c3cc(OC)c(OC)cc3c2=O)cc1,i,i,i,i,6,0.3,i,i,-11,i,i
Cc1nc(SC(C)C(=O)Nc2cccc(C(F)(F)F)c2)c2c(C)c(C(=O)O)sc2n1 (configuration not stated),i,i,i,i,-1,-0.3,i,i,10,i,i
Cc1ccc(CNC(=O)C(NS(=O)(=O)c2cccc3nsnc23)c2ccccc2)cc1 (configuration not stated),i,i,i,i,-17,-1.0,i,i,-4,i,i
CC1Cc2ccccc2N1C(=O)c1cc2sccc2n1Cc1ccccc1 (configuration not stated),i,i,i,i,.,-0.3,i,i,28,i,i
COc1cccc2c1OCC(CN1CCN(Cc3ccccc3F)C(CCO)C1)=C2 (configuration not stated),i,i,i,i,2,-20,i,i,-1,i,i
CC(=O)CSc1nc2c(c(=O)[nH]c(=O)n2C)n1Cc1ccccc1Cl,i,i,i,i,3,-4.7,i,i,-4,i,i
COc1cccc(CN2CCNC(=O)C2CC(=O)NCCc2nc(C)c(C)s2)c1OC (configuration not stated),i,i,i,i,-1,0.1,i,i,-8,i,i
Cc1oc(-c2cccs2)nc1CN1CCN(CC(C)C)C(CCO)C1 (configuration not stated),i,-4.5*,i,i,9,0.1,i,i,15,i,i
CC(NS(=O)(=O)c1ccc(Cl)cc1)C(=O)Nc1ccc2c(c1)OCCO2 (configuration not stated),i,i,i,i,8,0.5,i,i,1,i,i
Cn1nccc1C(=O)N1CCCC(N2CCN(c3cccc(C(F)(F)F)c3)CC2)C1 (configuration not stated),i,i,i,i,-13,-0.3,i,i,3,i,i
O=C(CN1CCC(c2nc3ccccc3s2)CC1)N1CCCCC1,i,i,i,i,0,1.0,i,i,2,i,i
O=C1N(c2ccccc2)C[C@@H]2C[C@@H](c3cccs3)N3CCC[C@@]123,i,i,i,i,-1,.,i,i,4,i,i
CCCCC(NC(C)=O)c1nc2ccccc2[nH]1 (configuration not stated),i,i,i,i,-2,0.2,i,i,4,i,i
SMILES,MrgX1 ag,MrgX1 antag,TRPC6 activator,RGS4 pot,Platelet DG rel,HIF act,MrgX1 allo act,RGS4 block,SKKanGAS inh,TRPC6 inh,TRPC4 inh
CCCC1(C)NC(=O)c2ccccc2O1 (configuration not stated),i,-4.9*,i,i,8,0.2,i,i,2,i,i
CCCCCN1C/C=C\C(c2ccc(OC)cc2)N(Cc2ccc(F)cc2)C(=O)C1 (configuration not stated),i,i,i,i,6,-0.6,i,i,2,i,i
O=C(CSC(=S)N1CCCC1)NCC(=O)Nc1ccccc1Br,i,i,i,i,12,-0.3,i,i,9,i,i
Cc1nc(CN(C)Cc2nc(Cc3cccc(F)c3)no2)cs1,i,i,i,i,1,-0.1,i,i,-2,i,i
Cc1cccc(/C=C/C(=O)c2ccc(N3CCOCC3)cc2)c1,i,i,i,i,-3,1.2,i,i,-8,i,i
COc1ccc(CN2CCNC(=O)C2CC(=O)N(C)Cc2ccccn2)cc1OC (configuration not stated),i,i,i,i,1,-0.6,i,i,16,i,i
O=C(CN(CC1CCCO1)C(=O)CNS(=O)(=O)c1ccc(Cl)cc1)NC1CCCC1 (configuration not stated),i,i,i,i,2,-1.3,i,i,-2,i,i
COc1cc(C)c(Cl)cc1S(=O)(=O)NCCN1CCOCC1,i,i,i,i,4,-0.3,i,i,-4,i,i
COc1ccc(OC)c(CCNC(=O)CCC(=O)N2CCOc3ccc(C)cc32)c1,i,i,i,i,4,-0.1,i,i,-9,i,i
CCOc1ccc(NC(=O)CN(C)C(=O)c2c(C)nn(-c3ccc(F)cc3)c2Cl)cc1OCC,i,i,i,i,5,0.2,i,i,0,i,i
O=C1C(Cc2ccccc2)SC(=Nc2ccccc2)N1c1ccccc1 (configuration not stated),i,i,i,i,6,0.3,i,i,17,i,i
CCCSc1nc2sc3c(c2c(=O)n1-c1ccc(OC)cc1)CCN(C)C3,.,.,i,i,-6,-0.6,.,i,15,i,i
COC(=O)c1ccc(CSc2nnc(-c3ccc4c(c3)OCO4)n2-c2ccccc2)o1,i,i,i,i,-16,-0.2,i,i,1,i,i
Cc1cc(C)cc(C(=O)NN2CCOCC2)c1,i,i,i,i,0,0.3,i,i,-10,i,i
C#CCOC(=O)C(NC(=O)c1ccccc1)=C1CCCCC1,i,i,i,i,-3,0.0,i,i,3,i,i
COc1ccc([N+](=O)[O-])c(OC)c1C(=O)NC(=O)Nc1c(F)cc(F)cc1F,i,i,i,i,-1,-0.6,i,i,-2,i,i
CC12CCC(C(=O)N3CCc4ccccc43)(CC1=O)C2(C)C (configuration not stated),i,i,i,i,4,-0.2,i,i,0,i,i
COc1ccccc1CNC(=S)NC1CCCC1,i,i,i,i,-5,0.0,i,i,4,i,i
Cc1nn2c(nc1=O)NNC2(C)C(C)(C)C (configuration not stated),i,i,i,i,-1,0.1,i,i,-5,i,i
Fc1cccc(Cl)c1CNC(c1ccccc1)c1ccccc1,i,i,i,-7*,0,-0.5,i,i,14,i,i
COc1cc2c(cc1OC)CN(Cc1cc(=O)oc3c(C)c(C)ccc13)CC2,i,i,i,i,8,0.1,i,i,0,i,i
Cc1ccc(S(=O)(=O)N2CCCCC2c2cccnc2)c(C)c1C (configuration not stated),i,i,i,i,-16,-0.5,i,i,-13,i,i
CCOc1ccc(NC(=O)C2CCCN(S(=O)(=O)c3c(C)noc3C)C2)cc1 (configuration not stated),i,i,i,i,13,-0.5,i,i,-1,i,i
COc1ccccc1NC(=O)CN1CCN(Cc2ccccc2)CC1,i,i,i,i,-4,-0.3,i,i,6,i,i
O=C(NCc1ccc(Cl)cc1)c1ccc(CSc2nc3ccncc3[nH]2)cc1,i,i,i,i,6,0.8,i,i,17,i,i

# Structures listed above marked active in MrgX1 antag:
Compound	MrgX1 antag	TRPC6 activator	Platelet DG rel	RGS4 block	TRPC4 inh
Cc1oc(-c2cccs2)nc1CN1CCN(CC(C)C)C(CCO)C1 (configuration not stated)	-4.5*	i	9	i	i
CCCC1(C)NC(=O)c2ccccc2O1 (configuration not stated)	-4.9*	i	8	i	i

# (cont.)
SMILES,MrgX1 ag,MrgX1 antag,TRPC6 activator,RGS4 pot,Platelet DG rel,HIF act,MrgX1 allo act,RGS4 block,SKKanGAS inh,TRPC6 inh,TRPC4 inh
COc1ccc(NC(=O)N2Cc3ccccc3CC2C(=O)NC(C)(C)C)cc1 (configuration not stated),i,i,i,i,-4,0.2,i,i,1,i,i
Cc1ccc(C(C)C)c(OCCOCCN2CCNCC2)c1,i,i,i,i,-2,-0.2,i,i,0,i,i
COc1ccc(S(N)(=O)=O)cc1-c1nnc2c3ccccc3c(C)nn12,i,i,i,i,7,-0.8,i,i,-1,i,i
O=C(Nc1ccc(Oc2ccc3ccccc3c2)cc1)c1ccco1,i,i,i,i,1,-1.3,i,i,24,i,i
O=C(Nc1ccc(S(=O)(=O)Nc2nccs2)cc1)C1CC(=O)N(c2ccccc2)C1 (configuration not stated),i,i,i,i,-4,0.0,i,i,8,i,i
Cc1cc(Nc2cccc(F)c2)nc(NCc2ccccc2)n1,i,i,i,i,-1,0.0,i,i,1,i,i
N#C/C(=C\c1ccc(OCc2ccc(Cl)cc2)cc1)C(=O)Nc1cccc(C(=O)O)c1,i,i,i,i,-2,1.3,i,i,23,i,i
O=C(COC(=O)c1cnc(Cl)c(Cl)c1)NCc1ccc2c(c1)OCO2,i,i,i,i,-5,-0.3,i,i,2,i,i
CN(C)CCCn1c(=S)[nH]c2ccccc2c1=O,i,i,i,i,11,-0.2,i,i,1,i,i
CCCOC(=O)Nc1cccc(C(C)=O)c1,i,i,i,i,.,0.3,i,i,-2,i,i
Cc1cc(C)n2nc(CC(=O)NNC(=O)COc3ccccc3)nc2n1,i,i,i,i,-3,-0.6,i,i,-3,i,i

# Assay outcomes as filed in PubChem BioAssay.

# The order is random (roughly 6.1% active in at least one column).
